# Growth percent in the NCI-60 one-dose screen (48 h, 10 µM unless noted): 100 = growth as untreated, 0 = no growth, -100 = all killed.
# NCI-H460: NCI-H460 lung cancer; 82,000 tested, 6.8% active; AID 1794736
# NCI/ADR-RES: NCI/ADR-RES ovarian cells; 81,000 tested, 4.4% active; AID 1794790
# NCI-H23: NCI-H23 lung cancer. AID 1794731. 80,000 tested, 4% active
# RXF 393: RXF 393 renal cancer cells | 77,000 tested, 6.9% active
# ACHN: ACHN renal cancer; 81,000 tested, 4.9% active; AID 1794771
# NCI-H522: NCI-H522 lung cancer. 78,000 tested, 8% active
# NCI-H226: NCI-H226 lung cancer. AID 1794732. 79,000 tested, 3.5% active
# CAKI-1: CAKI-1 renal cancer | 75,000 tested, 4.7% active
# A498: A498 renal cancer cells; 76,000 tested, 5.4% active; AID 1794774
# The depositor's hits bear a star; . = not tested or not shown; & = joins results of further samples. Rule for the calls: active = growth percent below 10; inactive = the rest.
# Values in the order: NCI-H460	NCI/ADR-RES	NCI-H23	RXF 393	ACHN	NCI-H522	NCI-H226	CAKI-1	A498
1. CC(C)c1ccc(/C=N\N(C)C)cc1
→ 95.0	106.1	100.3	104.2	101.7	86.5	87.6	99.9	93.6
2. CN(C)CCn1c2ccc(Cl)cc2c2nc3cc(Cl)c(Cl)cc3nc21
→ 38.3	44.6	61.7	78.1	22.4	71.9	74.0	37.2	115.9
3. CC([C@H]1CC=C2C3CCC4=C[C@@H](N(C)C)CC[C@]4(C)C3CC[C@@]21C)N(C)C (stereo not given in full)
→ .	68.8	51.9	.	48.1	98.2	47.9	-48.8*	96.4
4. COc1cc2c(c(OC)c1OC)C(=O)CC(c1cccc(C(=O)Nc3ccncc3)c1)O2 (stereo not given)
→ 96.7	94.9	85.0	103.8	94.8	69.3	77.7	96.3	66.8
5. NS(=O)(=O)c1ccc(CCn2c(SCC(=O)Nc3ccc(Br)cc3)nc3ccccc3c2=O)cc1
→ 82.7	86.6	72.0	87.7	73.6	31.2	82.4	75.9	81.9
6. CCOC(=O)c1cnnn1-c1cc(=O)[nH]c2ccc(C)cc12
→ 100.8	97.8	98.2	.	90.3	86.7	.	81.9	110.6
7. O=C(Nc1ccc(OS(=O)(=O)c2ccc(F)cc2)cc1)c1ccc(Cl)cc1
→ 100.7	93.1	94.0	109.0	103.5	83.6	99.5	105.4	82.9
8. CC/C=C/CO[C@H]1Cc2cc3ccc(=O)oc3cc2OC1(C)C
→ 97.4	84.6	95.5	113.5	97.7	61.4	68.9	86.2	77.7
9. O=C(/C=C/c1ccc(C(F)(F)F)cc1)C(F)(F)C(=O)/C=C/c1ccc(C(F)(F)F)cc1
→ 106.9	105.8	99.8	99.1	110.7	79.5	93.7	.	92.6
10. COc1ccc(N2C(=O)c3ccc4c(ccn4S(=O)(=O)c4ccc(C)cc4)c3C2=O)cc1
→ 88.0	101.0	92.1	103.9	101.3	64.1	81.5	85.3	50.0

# Compounds shown so far that have a Cl atom, in the order listed:
# Values in the order: NCI-H460	NCI/ADR-RES	NCI-H23	RXF 393	ACHN	NCI-H522	NCI-H226	CAKI-1	A498
2. CN(C)CCn1c2ccc(Cl)cc2c2nc3cc(Cl)c(Cl)cc3nc21
→ 38.3	44.6	61.7	78.1	22.4	71.9	74.0	37.2	115.9
7. O=C(Nc1ccc(OS(=O)(=O)c2ccc(F)cc2)cc1)c1ccc(Cl)cc1
→ 100.7	93.1	94.0	109.0	103.5	83.6	99.5	105.4	82.9

# Continuation.
# Values in the order: NCI-H460	NCI/ADR-RES	NCI-H23	RXF 393	ACHN	NCI-H522	NCI-H226	CAKI-1	A498
11. COc1ccccc1-c1ccc2nc(NC(=O)Nc3cc(C(F)(F)F)cc(C(F)(F)F)c3)sc2c1
→ -4.9*	5.4*	6.4*	-6.7*	8.6*	-2.9*	16.9	.	-26.7*
12. COc1ccc2nc3cc(Cl)ccc3c(N3CCN(c4ccnc(Nc5ccc(F)cc5)n4)CC3)c2c1
→ 94.0	71.3	89.3	.	62.5	-5.2*	98.5	72.0	51.1
13. COc1cc2c(cc1OC)NC(=O)C2
→ 107.4	102.5	94.8	122.1	101.2	96.5	.	102.8	106.0
14. COc1cc2c3c(c4cc(OC)c(OC)cc4c2cc1OC)CN(Cc1ccccc1)CC3
→ 68.4	71.3	83.4	72.6	61.6	59.7	78.6	69.1	80.9
15. CCOC(=O)CC(CC(=O)OCC)C(=O)OCC
→ 109.2	113.4	107.6	108.6	94.6	82.2	102.6	104.5	92.8
16. O=c1c2ccccc2sc2c(N3CCC4(CC3)OCCO4)nc3ccccc3c12
→ 100.2	97.9	98.4	102.2	96.7	97.3	73.6	.	73.0
17. CC[C@]12C=CCN3CC[C@@]4(c5ccc(OC)cc5N(C)[C@H]4[C@@](O)(C(=O)OC)[C@@H]1OC(=O)CCCC[P+](c1ccc(F)cc1)(c1ccc(F)cc1)c1ccc(F)cc1)[C@@H]32
→ 20.3	105.5	23.6	-9.9*	102.5	-11.6*	38.0	73.2	99.2
18. Cc1cccc(C(C(C(=O)c2ccccc2)N2CCOCC2)N2CCOCC2)c1 (stereo not given)
→ 111.3	102.5	98.2	127.1	100.8	114.0	.	100.6	115.6
19. CCOC(=O)C1(C(=O)OCC)CCCCC1C (stereo not given)
→ 107.2	109.3	108.4	106.5	108.5	103.4	101.1	.	106.4
20. CN(C)c1ccc(C2C(C#N)=C(/N=C/c3ccccc3)Oc3c2ccc2ccccc32)cc1 (stereo not given)
→ 51.3	54.4	80.9	75.9	71.6	36.4	55.5	20.7	.
21. Cc1cc(=O)oc2cc(Oc3nc(-c4ccccc4)cn4c(-c5ccccc5)cnc34)ccc12
→ 64.0	45.4	62.4	28.3	48.6	47.1	44.6	85.2	9.9*
22. CCCCOc1nc2c(C)cccc2cc1/C=C/c1cc(/C=C/c2cc3cccc(C)c3nc2OCCCC)[nH]n1
→ 109.1	106.3	102.4	123.9	94.2	88.2	101.6	95.5	112.0
23. O=[N+]([O-])c1ccc(F)cc1F
→ 100.4	98.8	94.9	93.1	103.2	80.4	96.6	100.3	96.4
24. O=C(c1ccc(Cl)cc1)C1[C@H](c2ccc(Br)cc2)[C@@H](c2ccccc2)NC12C(=O)Nc1ccccc12 (stereo not given in full)
→ -33.8*	-53.1*	-35.9*	-59.8*	-5.7*	-4.6*	-72.4*	0.7*	-23.5*
25. Cc1ccc(S(=O)(=O)NC(=S)S)cc1
→ 99.1	100.4	100.4	.	110.7	78.2	107.7	.	102.5
26. CCOC(=O)C1=NN(c2ccccc2)C2=NC(=O)/C(=C\c3cn(-c4ccccc4)nc3-c3cc4ccccc4o3)C(=O)N12
→ 97.0	106.5	95.4	124.2	94.8	89.5	84.7	.	112.0
27. O=C1/C(=C/c2ccc(OCCCCCCOc3ccccc3Cl)cc2)N=C2SCCCN12
→ 96.9	90.1	84.6	99.1	98.3	65.2	72.7	.	106.8
28. CCc1c(Cl)nc(N)nc1Nc1ccc(Cl)c(Cl)c1
→ 92.0	90.6	79.9	85.1	93.9	80.1	77.6	.	72.8
29. c1ccc2sc(Cc3nn[nH]n3)nc2c1
→ 98.9	97.9	85.9	120.8	90.0	95.4	78.3	95.7	85.4
30. O=C(Nc1ccccc1)OCCOc1ccc(Cl)cc1Cl
→ 105.3&115.3	94.0&107.0	93.1&106.6	104.0&104.3	107.5&111.8	78.6&81.8	100.2&102.5	83.6&109.2	115.2
31. CCOC(=O)c1c(C)nc2c(c1N)/C(=C/c1ccco1)C(=O)N2Cc1ccccc1
→ 106.6	100.4	96.7	98.9	108.5	70.7	93.5	.	96.1
32. Cc1c(CNC(=O)CN2CCN(c3ccccc3)CC2)nn(-c2ccccc2)c1CC(C)C
→ 100.8	82.0	90.0	91.6	100.8	64.4	83.8	.	86.1
33. Cc1ccc(S(=O)(=O)N/N=C2\CC3CC2C2CCCC32)cc1 (stereo not given)
→ .	100.4	93.4	103.6	98.7	94.6	95.6	92.7	94.2
34. O=S1(=O)CC(Br)C(Br)C1 (stereo not given)
→ 97.5&107.1	110.2&68.5	97.8&61.3	67.5&40.1	69.8&42.2	-48.2*	113.1&40.7	65.5&45.1	111.8
35. COc1ccc(C2SCC(=O)N2NC(=O)c2ccc(C)nc2)cc1 (stereo not given)
→ 112.8	102.9	99.4	154.4	116.1	83.4	120.0	78.8	141.3
36. Nc1ccc(CC[C@H]2CCC/C=C/[C@@H]3C[C@H](O)C[C@H]3[C@H](O)/C=C/C(=O)O2)cc1
→ 10.5	-0.7*	-22.7*	-36.3*	10.0	-46.6*	5.2*	7.5*	-32.4*
37. Nc1ncnc2c1N=C(c1ccccc1)CC(c1sc(Cl)nc1Cl)N2 (stereo not given)
→ 100.6	.	97.4	94.2	93.3	91.1	89.7	95.0	78.1
38. CC(=O)C(C(C)=O)C(C(C)=O)C(C)=O
→ 97.2	80.7	55.2	91.3	87.7	72.0	86.7	66.1	.
39. O=C(c1ccc(Cl)cc1)c1no[n+]([O-])c1C(=O)c1ccc(Cl)cc1
→ 107.8	82.7	98.4	44.6	39.7	-77.8*	102.2	-68.6*	106.5
40. O=C(O)CNC(=O)Nc1ccccc1Cl
→ 116.4	97.8	96.0	116.2	105.7	96.1	115.2	97.5	117.0
41. Cc1ccc(-c2ccc(F)cc2)n1Cc1ccc(Cl)cc1
→ 98.0	95.0	86.9	94.6	85.0	74.5	88.8	73.5	96.7
42. COc1cc(-c2nc(-c3ccccc3)[nH]c2-c2ccnc(NCCCNS(=O)(=O)c3ccc(F)cc3)n2)ccc1Cl
→ 52.3	23.7	41.8	53.4	75.7	78.0	49.5	67.7	71.8
43. COc1ccc(-c2c(N)n[nH]c2-c2cc(Cl)ccc2O)cc1
→ 104.3	74.9	72.0	64.4	48.5	74.5	71.0	79.9	87.7
44. CCOC(=O)c1c2c(c(-c3ccc(OC)cc3)n1Cc1ccc(OC)cc1)CCCc1cnoc1-2
→ 81.9	87.8	87.7	94.7	87.4	94.2	96.4	67.6	101.4
45. O=C1OC(C(Cl)(Cl)Cl)Nc2ccccc21 (stereo not given)
→ 106.1	102.2	100.0	116.7	114.8	.	97.1	95.3	109.4
46. Cc1ccc(OC(=O)c2ccccc2C)cc1
→ 106.8	113.8	95.3	97.3	104.9	83.2	94.0	96.9	108.1
47. Clc1cccc(C2Oc3ccc(Cl)cc3C3CC(c4cccs4)=NN32)c1 (stereo not given)
→ 78.9	87.5	83.6	86.7	85.2	75.6	65.7	60.5	110.2
48. Brc1ccc2[nH]cc(-c3csc4nc(-c5ccccc5)cn34)c2c1
→ 85.1	72.8	80.8	94.8	83.1	82.1	83.5	43.6	89.4
49. CC1(C)CC[C@]2(C(=O)O)CC[C@]3(C)C(=CCC4[C@@]5(C)C[C@@H](O)[C@@H]6OC(c7cccc(Cl)c7)OC[C@@]6(C)C5CC[C@]43C)C2C1 (stereo not given in full)
→ 70.8	72.9	85.8	96.5	61.8	66.7	86.1	78.9	.
50. O=C(O)c1cc(CCc2cc(O)ccc2O)ccc1O
→ 107.8	108.4	102.4	98.9	105.0	97.3	91.0	103.8	82.7
51. Cc1ccc(-c2nn(-c3ccccc3)cc2C2OC23CCc2ccccc2C3=O)cc1 (stereo not given)
→ 93.5	102.2	97.3	110.6	91.6	88.0	87.1	63.2	100.4
52. COc1cccc(C(=O)Nc2ccc(-c3cc(=O)c4c(O)c(OC)c(OC)cc4o3)cc2)c1
→ 101.9	100.3	100.2	91.5	102.3	86.4	92.4	94.8	101.0
53. CCCCCc1cc[n+](CC(=O)c2ccc(Cl)cc2)cc1
→ 98.5	99.7	81.5	95.6	99.0	72.1	90.8	92.5	63.1
54. O=C(CNc1cccc(Cl)c1)Cn1cc(COc2ccc(C=Nc3cnc4ccccc4c3)cc2)nn1
→ 124.6	110.4	109.0	122.8	103.7	107.2	98.5	93.8	132.7
55. COc1ccc(/C=N/Nc2nc(N/N=C/c3ccc(OC)cc3O)nc(N3CCCCC3)n2)c(O)c1
→ 18.6	19.2	50.1	70.4	27.4	36.6	61.4	52.8	56.5
56. COc1ccc(C2=NN(C=O)C(c3ccc(OCCN(C)C)c(OC)c3)C2)cc1 (stereo not given)
→ 102.1	95.1	94.4	96.2	107.9	.	91.1	.	94.9

# Among those listed so far, eight have fluorine.
# Values in the order: NCI-H460	NCI/ADR-RES	NCI-H23	RXF 393	ACHN	NCI-H522	NCI-H226	CAKI-1	A498
7. O=C(Nc1ccc(OS(=O)(=O)c2ccc(F)cc2)cc1)c1ccc(Cl)cc1
→ 100.7	93.1	94.0	109.0	103.5	83.6	99.5	105.4	82.9
9. O=C(/C=C/c1ccc(C(F)(F)F)cc1)C(F)(F)C(=O)/C=C/c1ccc(C(F)(F)F)cc1
→ 106.9	105.8	99.8	99.1	110.7	79.5	93.7	.	92.6
11. COc1ccccc1-c1ccc2nc(NC(=O)Nc3cc(C(F)(F)F)cc(C(F)(F)F)c3)sc2c1
→ -4.9*	5.4*	6.4*	-6.7*	8.6*	-2.9*	16.9	.	-26.7*
12. COc1ccc2nc3cc(Cl)ccc3c(N3CCN(c4ccnc(Nc5ccc(F)cc5)n4)CC3)c2c1
→ 94.0	71.3	89.3	.	62.5	-5.2*	98.5	72.0	51.1
17. CC[C@]12C=CCN3CC[C@@]4(c5ccc(OC)cc5N(C)[C@H]4[C@@](O)(C(=O)OC)[C@@H]1OC(=O)CCCC[P+](c1ccc(F)cc1)(c1ccc(F)cc1)c1ccc(F)cc1)[C@@H]32
→ 20.3	105.5	23.6	-9.9*	102.5	-11.6*	38.0	73.2	99.2
23. O=[N+]([O-])c1ccc(F)cc1F
→ 100.4	98.8	94.9	93.1	103.2	80.4	96.6	100.3	96.4
41. Cc1ccc(-c2ccc(F)cc2)n1Cc1ccc(Cl)cc1
→ 98.0	95.0	86.9	94.6	85.0	74.5	88.8	73.5	96.7
42. COc1cc(-c2nc(-c3ccccc3)[nH]c2-c2ccnc(NCCCNS(=O)(=O)c3ccc(F)cc3)n2)ccc1Cl
→ 52.3	23.7	41.8	53.4	75.7	78.0	49.5	67.7	71.8

# Assay outcomes from PubChem BioAssay.
